# mABHD4 FP – inhibits mouse alpha/beta hydrolase domain 4. Q8VD66. purified mABHD4, FP-Rh probe fluorescence polarization. inhibition, % at 8.92 µM. hit rate 0.54% among 370,000;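 active = inhibition exceeding the mean over every tested compound plus 3 SD, cut at about 30% in these data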;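 also: 0% = plate median of compound wells and 100% = S159A mutant with DMSO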
#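 Doses – 8.92 µM, single dose · Material – wild-type mouse ABHD4 protein · Replication – single well per compound (singlicate) · Measure – percent inhibition of probe binding, normalized to plate controls · Schedule – 45 min compound pre-incubation plus 60 min probe step, 25 °C · Detection – fluorescence polarization with parallel and perpendicular emission, 525/598 nm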
# rCAG binder – r(CAG) repeat RNA binding. inhibition, % at 3 µM. hit rate 1.3% among 370,000. TO-PRO-1 dye displacement fluorescence;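 active = inhibition above the plate cutoff, the mean of all test compounds on that plate plus 3 SD, cut at about 35% in these data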;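 also: 0% = DMSO alone and 100% = 100 µM mitoxantrone as full dye displacement; higher means more dye released from RNA so lower well fluorescence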
# HTRA1 inhibitor – inhibitors of human serine peptidase HTRA1; Q92743; inhibition, % at 5.96 µM; hit rate 0.5% among 340,000; recombinant HTRA1, FP-rhodamine activity-based probe, fluorescence polarization; in the data active = inhibition above about 36%;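 also: 0% = enzyme with DMSO and 100% = wells lacking enzyme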
# Target sequence (Q92743 whole entry, looked up): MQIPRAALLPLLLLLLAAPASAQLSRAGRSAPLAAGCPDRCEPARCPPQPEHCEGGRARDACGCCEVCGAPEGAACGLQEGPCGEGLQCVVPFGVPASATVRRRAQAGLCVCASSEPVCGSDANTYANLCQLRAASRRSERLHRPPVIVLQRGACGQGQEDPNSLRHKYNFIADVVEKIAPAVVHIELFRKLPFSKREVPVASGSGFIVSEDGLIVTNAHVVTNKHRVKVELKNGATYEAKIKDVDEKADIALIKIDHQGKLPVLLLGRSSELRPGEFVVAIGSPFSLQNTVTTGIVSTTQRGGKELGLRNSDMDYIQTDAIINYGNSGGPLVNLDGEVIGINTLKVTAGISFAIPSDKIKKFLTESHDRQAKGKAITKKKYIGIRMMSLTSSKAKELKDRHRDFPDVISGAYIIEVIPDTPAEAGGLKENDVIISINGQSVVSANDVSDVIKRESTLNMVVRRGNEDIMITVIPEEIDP
# PG9 Ab binder – PG9 antibody binding by small molecule; TR-FRET gp120-PG9 antibody binding; inhibition, % at 6.7 µM; hit rate 0.43% among 360,000; AID 624416; in the data active = inhibition above about 8.5%
# LEDGF integ inh – blocks HIV-1 LEDGF/p75-dependent DNA integration. inhibition, % at 3.7 µM. hit rate 0.64% among 370,000. TR-FRET IN-LEDGF/p75 DNA integration, Eu/Cy5;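 active = inhibition above the screen-wide mean plus 3 SD, cut at about 13% in these data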;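 also: signal is the Cy5 over europium emission ratio at 671 and 618 nm; 0% = plate median of compound wells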
# UHRF1 binding – UHRF1 methyl-DNA binding inhibition | AID 687016 | hit rate 0.75% among 370,000 | inhibition, % at 4.4 µM | UHRF1 binding to methylated oligo, TR-FRET; in the data active = inhibition above about 21%;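 also: UHRF1 SRA domain binding a hemimethylated CpG hairpin DNA probe; 0% = median of test compound wells and 100% = reference inhibitor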
# TCR CD3 inh – human TCR-CD3 binding inhibition; TAMRA-labeled TCR probe fluorescence, biochemical; inhibition, % at 9.4 µM; hit rate 0.37% among 360,000; AID 651800; in the data active = inhibition above about 19%;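 also: recombinant mutant TCR 2C K166C tagged with TAMRA read by polarization; 0% = receptor in buffer alone and 100% = receptor with positive control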
# MBD2 DNA inh – blocks human MBD2 binding to methylated DNA; Q9UBB5; TR-FRET, MBD2 binding to methylated oligonucleotide; inhibition, % at 4.4 µM; hit rate 0.31% among 370,000; AID 686964; in the data active = inhibition above about 13%
# Rev-erbA mod – modulates human Rev-erb alpha binding to DNA; activity, % at 10 µM; Rev-erbα–FITC-DNA binding, fluorescence polarization, 90 min; P20393; hit rate 0.79% among 370,000; AID 1259318;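 active = activity above about 14%, limit read from the data; passing the limit was not always enough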;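 also: 0% = DMSO wells with 35 nM protein and 100% = DMSO wells with 750 nM protein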
# Target sequence (P20393 whole entry, looked up): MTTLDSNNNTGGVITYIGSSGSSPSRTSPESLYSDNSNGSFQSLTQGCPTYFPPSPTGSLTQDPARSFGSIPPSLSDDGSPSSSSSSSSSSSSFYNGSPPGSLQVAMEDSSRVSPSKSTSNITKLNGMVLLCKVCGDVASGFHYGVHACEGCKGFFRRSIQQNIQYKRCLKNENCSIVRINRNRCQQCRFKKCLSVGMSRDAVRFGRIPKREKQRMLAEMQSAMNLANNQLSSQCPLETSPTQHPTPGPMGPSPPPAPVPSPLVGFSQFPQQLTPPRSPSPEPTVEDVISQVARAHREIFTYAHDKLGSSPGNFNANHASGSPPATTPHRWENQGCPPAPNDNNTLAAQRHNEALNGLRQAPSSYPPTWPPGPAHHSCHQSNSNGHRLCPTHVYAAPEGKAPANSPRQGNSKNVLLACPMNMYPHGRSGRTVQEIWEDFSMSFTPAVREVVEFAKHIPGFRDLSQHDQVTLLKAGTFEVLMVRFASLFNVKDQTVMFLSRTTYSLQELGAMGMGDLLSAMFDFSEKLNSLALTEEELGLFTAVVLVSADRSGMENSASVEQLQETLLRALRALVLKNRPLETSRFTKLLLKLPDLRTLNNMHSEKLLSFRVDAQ
# PRMT1 FP inh – inhibitors of human PRMT1; Q99873; recombinant PRMT1, activity-based probe fluorescence polarization; inhibition, % at 2.79 µM; hit rate 1.3% among 370,000; AID 652257;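 active = inhibition above about 21% made by adding two undisclosed values, limit read from the data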
# Active calls of the source: *; · = no result given. Some of the compounds tested (hit frequency here may not be typical).
no.	structure	mABHD4 FP	rCAG binder	HTRA1 inhibitor	PG9 Ab binder	LEDGF integ inh	UHRF1 binding	TCR CD3 inh	MBD2 DNA inh	Rev-erbA mod	PRMT1 FP inh
1	COC(=O)Cc1[nH]n(-c2nc3ccccc3s2)c(=O)c1C(C)=Nc1ccc(C)cc1	8.5	10.0	0.8	-1.9	2.9	-1.9	3.7	-4.2	-4.4	2.8
2	CC(C)CN1C(=O)c2ccc(C(=O)Nc3ccccn3)cc2C1=O	-12.8	2.8	0.0	0.5	0.5	7.6	0.1	1.9	2.7	6.1
3	O=C(CCN1C(=O)c2ccccc2C1=O)Nc1ccncc1	-1.4	3.5	-4.3	-1.5	-1.1	-1.4	-3.6	-2.9	-9.0	-2.8
4	CN(Cc1ccccc1F)C(=O)CN1C(=O)NC2(CCc3ccccc32)C1=O (stereo not drawn)	-5.6	0.1	-3.4	0.4	-3.3	6.6	-10.2	5.0	0.9	12.9
5	Cc1ccc(S(=O)(=O)N(C)C)cc1NC(=O)CSc1nncs1	4.4	3.0	-1.4	-0.4	2.5	0.2	3.5	-4.3	3.3	-4.7
6	CCn1c2ccccc2c2cc(NC(=O)c3cc(C)on3)ccc21	0.9	6.9	-15.2	-1.5	0.4	-2.1	2.7	5.7	-2.9	-10.5
7	NC(=O)[C@H](Cc1cc2ccccc2s1)NC(=O)[C@@H]1CC2(CC(c3cccc(NC(=O)[C@@H]4CCC(=O)N4)c3)=NO2)CN1C(=O)c1ccccc1 (stereo partly drawn)	-9.6	6.2	-6.8	0.2	-0.4	-3.3	4.6	-3.7	-2.2	2.1
8	Cn1nc(C(F)(F)F)c(C#N)c1N1CCN(c2ccccn2)CC1	-0.6	-4.3	·	-0.7	-1.4	22.9*	1.6	8.5	-5.0	-2.2
9	O=C(COC(=O)Cc1ccc(S(=O)(=O)N2CCCCC2)s1)Nc1ccc2c(c1)OCO2	5.6	21.0	-5.8	0.2	-2.2	2.4	-6.1	3.8	5.8	1.8
10	COC(=O)c1ccc(N2C(=O)C3CC=CC(C)C3C2=O)cc1 (stereo not drawn)	-1.4	-4.3	-7.8	-2.3	6.0	3.4	-0.2	-1.5	1.4	-4.5
11	O=C(NCc1ccccc1)c1nc(-c2cccs2)no1	-6.0	4.6	-6.6	-3.7	1.7	-1.8	4.3	-4.5	-6.0	-1.8
12	C(=C/c1ccccc1)/c1ccccc1	0.1	1.0	·	-0.3	-0.8	3.7	8.7	1.2	7.5	-4.7
13	Cc1ccc(SC[C@H](c2ccccc2)N2CCN(CCc3ccccc3)CCC2=O)cc1	-10.2	-4.9	-38.3	-2.2	-1.8	-2.5	6.0	0.3	1.9	-0.4
14	O=C(CC(NS(=O)(=O)c1ccc(Cl)cc1)c1ccco1)NCc1cccnc1 (stereo not drawn)	0.0	-2.8	-1.3	-0.3	-2.8	-0.6	2.2	5.1	3.3	1.9
15	O=c1c2cccc3c2c(nn1-c1ccccc1)-c1ccccc1-3	-5.9	3.1	-0.4	-0.9	-1.2	-2.0	-1.8	0.4	-12.5	-0.1
16	Cc1cccc(Nc2nnc(SCC(=O)NC3CCCc4ccccc43)s2)c1C (stereo not drawn)	0.1	-2.1	-22.6	-1.5	-0.4	-0.5	4.3	-0.7	-4.3	2.1
17	COCCn1c(=NC(=O)/C=C/c2ccccc2)sc2cc(NC(C)=O)ccc21	-4.9	0.6	-23.4	-0.5	-0.7	0.8	3.4	-0.5	4.3	-2.1
18	O=C(c1cccc(S(=O)(=O)N2CCOCC2)c1)N(CCO)Cc1ccccc1	1.6	-2.7	1.3	0.0	1.2	-1.0	-5.1	0.4	-5.8	-2.3
19	Cc1cccc(NS(=O)(=O)c2cc(C(=O)OCC(=O)Nc3cc(C)on3)ccc2C)c1	-13.5	6.4	-60.5	1.0	0.8	-3.0	2.4	2.5	4.2	-2.8
20	CC(=O)Nc1ccc(C2=CC(=O)C[C@H](c3ccc(Cl)cc3)C2)cc1	-15.0	-2.0	-35.3	-1.4	-5.2	-3.9	-3.8	0.2	1.6	-0.1
21	CC1(C(=O)NS(=O)(=O)c2cccc(C#N)c2)CCN1C(=O)C1CCCCC1 (stereo not drawn)	4.0	4.1	·	-0.8	4.7	1.9	3.4	0.8	-9.1	0.6
22	CCC(=O)N(c1nnc(SCC(=O)NN2C(=O)NC3(CCC(C)CC3)C2=O)s1)C1CC1 (stereo not drawn)	0.3	0.1	3.3	0.4	-6.8	-2.1	-1.7	1.4	-3.7	2.9
23	C/C(=N\NC(=O)c1cccc(C)c1)c1ccc(N2CCOCC2)cc1	4.0	-2.5	-4.8	3.7	-0.8	2.3	-1.4	-2.6	0.7	1.0
24	O=C(/C=C/c1ccccc1)CCN1CCOCC1	-2.7	-0.8	-1.2	-1.4	4.3	-1.6	-0.6	-2.4	-3.1	27.1*
25	CCOc1ccc(C(=O)NC2CCN(C(=O)NCc3ccccc3)CC2)cc1	4.3	-6.1	-0.4	-2.9	1.2	1.7	9.1	-4.0	3.9	1.1
26	O=c1nc2n(CCO)c3ccccc3cc-2c(=O)[nH]1	3.7	0.8	5.5	1.5	-3.4	9.4	6.6	-1.6	-4.4	-2.5
27	O=C1CCCN2N=C(SCC(=O)Nc3cccc(C(F)(F)F)c3)SC2=N1	-0.3	-0.4	-11.3	-0.7	4.7	0.2	-0.9	0.0	-3.1	-6.0
28	CC(C)C(c1nnnn1Cc1ccc(F)cc1)N1CCN(C2CCCCC2)CC1 (stereo not drawn)	-0.3	-9.6	7.6	1.8	5.5	-2.6	1.3	1.3	-5.3	-2.1
29	CC(=O)Oc1ccc(N(C(C)=O)S(=O)(=O)c2cc([N+](=O)[O-])ccc2C)cc1	1.7	6.7	3.1	-0.4	-0.6	1.8	4.1	-2.5	-4.2	-0.2
30	N#Cc1c(/N=C\c2ccc(O)c([N+](=O)[O-])c2)sc2c1CCCC2	9.4	1.5	2.4	-2.0	-2.9	-1.1	5.0	-4.5	-2.9	4.4
31	Cc1cccc(C)c1NC(=O)CN1CCN(C(=O)CCC(=O)N2CCC(c3ccccc3)=N2)CC1	2.1	-3.0	3.2	1.3	-0.1	-2.7	-0.1	2.7	-7.1	-1.0
32	NC(=O)COc1ccccc1C(=O)NC12CC3CC(CC(C3)C1)C2	-3.3	-0.1	3.7	-1.0	-2.2	-1.5	0.5	1.7	-4.3	2.2
33	COC(c1ccccc1)c1nnc(CCC(=O)N2CCN(C3CCCC3)CC2)o1 (stereo not drawn)	-1.3	-6.1	4.6	2.1	1.6	-3.1	4.1	3.4	-4.4	-1.0
34	CC1CCCN(CC(=O)Nc2cc(Cl)ccc2Oc2ccccc2)C1 (stereo not drawn)	1.5	1.7	-25.8	0.1	1.7	0.9	3.9	0.1	-1.0	-0.2
35	CCOc1ccccc1NC(=O)NC(=O)N(C)S(C)(=O)=O	-3.9	3.7	-12.5	-1.0	2.4	-0.8	6.2	-1.2	6.9	1.9
36	Cn1cc(S(=O)(=O)N2CCC3(CC2)OCCO3)c(=O)n(C)c1=O	-3.5	2.6	-5.0	0.0	2.5	2.9	-9.1	-0.6	-1.4	-6.3
37	COc1ccccc1NC(=O)CN1CCN(c2ccc(F)cc2)CC1	-0.4	-7.4	1.1	-2.5	-1.3	-1.2	-0.6	0.1	-0.8	-5.6
38	Cc1cccc(N2CC(C(=O)Nc3nc4ccc(S(C)(=O)=O)cc4s3)CC2=O)c1C (stereo not drawn)	-3.0	13.7	-8.0	1.3	4.6	0.4	3.3	-4.0	1.6	19.1
39	CCOc1ccc(CSCCNC(=S)Nc2ccc(OC)cc2)cc1	-10.2	-1.8	-23.7	-4.7	7.0	-0.5	-5.6	-6.8	2.7	-5.5
40	O=S(=O)(Nc1ccc(-c2nc3cccnc3s2)cc1)c1ccc(Cl)s1	-15.4	65.6*	-11.2	2.1	-0.4	-2.0	6.0	3.7	-6.5	3.8
41	CC(Oc1cccc(Br)c1)C(=O)NNC(=O)CCNC(=O)c1ccccc1Cl (stereo not drawn)	2.3	-3.0	1.0	-0.8	1.1	0.4	2.0	-1.3	2.7	-3.6
42	O=C(NCCCN1CCOCC1)c1cc2ccccc2o1	-1.3	0.9	-0.5	-0.3	4.2	3.4	-7.0	-2.4	2.9	1.4
43	CCn1c(O)c(/C=N/N=C2CCCCC2)c2cc(C3=NNC(=O)CC3)ccc21	-0.8	3.9	1.9	-1.9	-0.6	-3.8	-1.3	-6.7	1.0	5.6
44	COc1cc(C(=O)CSc2nccn2C)cc(OC)c1OC	8.0	-0.9	-1.1	-1.7	-4.0	-0.3	2.7	-0.2	-3.1	3.0
45	Cc1onc(-c2ccccc2Cl)c1C(=O)Nc1c(C)n(C)n(-c2ccccc2)c1=O	2.9	-4.4	2.3	2.0	0.1	0.4	7.7	-8.1	-5.4	-1.8
46	O=[N+]([O-])c1ccc(Sc2ncccn2)c([N+](=O)[O-])c1	-0.3	-1.2	·	-2.2	0.7	-0.3	-9.6	-2.5	2.5	1.7
47	Cc1ccc(NC(=O)CCN2C(=O)NC3(CCCC3)C2=O)c(C)c1	6.7	2.6	10.1	-0.8	-8.3	1.3	0.6	-3.3	8.1	3.2
48	CCNc1nc(-c2ccc(OC(F)F)cc2)c(C)s1	3.7	-2.5	-7.7	0.1	-8.5	-3.2	1.2	-0.2	-6.7	-2.5
49	COc1ccc(C)cc1NC(=O)CN1CCN(S(=O)(=O)c2ccc(Br)cc2)CC1	-2.4	3.3	3.6	-2.1	-0.7	-2.8	7.6	-2.0	5.8	0.0
50	CC(C)C(=O)OCCCN1CCC2(CCC(c3ccccc3)CC2)C1=O (stereo not drawn)	1.4	-3.3	·	·	0.1	-1.7	·	-9.1	-2.5	-0.6
51	Cc1cc(NC(=O)c2cc(F)c(F)cc2Cl)no1	-3.1	-2.7	3.4	-0.3	1.3	1.2	2.6	0.3	-5.5	-2.9
52	CCCOC(=O)c1ccc(Oc2c(-c3ccc(OCC)cc3O)n[nH]c2C)cc1	-15.5	10.5	6.6	0.4	-0.5	-3.2	-0.4	-2.8	-1.0	1.1
53	CC1(C)CC(=O)c2sc(NS(=O)(=O)Cc3ccccc3)nc2C1	-4.0	8.4	9.8	-1.0	4.6	1.3	0.6	5.8	-2.1	6.8
54	CC(=O)N1c2ccc(S(=O)(=O)N(C)c3cc(C)ccc3C)cc2CC1C (stereo not drawn)	-3.8	-5.0	-2.4	-0.5	2.2	-2.6	4.0	-6.4	1.1	-3.0
55	O=C(c1ccc(F)cc1)C1CCN(Cc2ccccc2)CC1	-1.1	-5.7	-6.9	-2.3	3.1	-1.6	-11.2	0.9	-2.0	-3.1
56	CCn1ccc(C(=O)NCc2ccc3c(c2)OCO3)n1	5.7	-0.4	4.0	1.5	-0.6	-1.9	-3.2	2.8	-1.6	-0.8
57	COc1cc(CNCc2ccc(OC)c(OC)c2OC)cc(OC)c1	11.0	-1.0	4.1	0.5	-2.5	-1.6	0.6	-2.8	-0.4	-2.0

# An excerpt from above in order of molecular weight, rising.
no.	structure	mABHD4 FP	rCAG binder	HTRA1 inhibitor	PG9 Ab binder	LEDGF integ inh	UHRF1 binding	TCR CD3 inh	MBD2 DNA inh	Rev-erbA mod	PRMT1 FP inh
51	Cc1cc(NC(=O)c2cc(F)c(F)cc2Cl)no1	-3.1	-2.7	3.4	-0.3	1.3	1.2	2.6	0.3	-5.5	-2.9
55	O=C(c1ccc(F)cc1)C1CCN(Cc2ccccc2)CC1	-1.1	-5.7	-6.9	-2.3	3.1	-1.6	-11.2	0.9	-2.0	-3.1
49	COc1ccc(C)cc1NC(=O)CN1CCN(S(=O)(=O)c2ccc(Br)cc2)CC1	-2.4	3.3	3.6	-2.1	-0.7	-2.8	7.6	-2.0	5.8	0.0

# High-throughput results: PubChem BioAssay, several laboratories
